CaV13 FRET inh = Primary screen for inhibitors of IQ motif and Ca2+-dependent inactivation inhibitor domain binding in CACNA1D, Förster resonance energy transfer in living cells, …. HEK cells, CFP/YFP FRET ICDI-IQ, plate reader, 10 min; percent FRET-ratio fall versus neutral wells. inhibition, % at 12.3 µM. actives 0.098% (n = 340,000). AID 743397;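 active means mean replicate inhibition of at least 30% and at least 1% of replicates passing that level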;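 further: 0% = median of the neutral control wells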
H9c2 protect = cardioprotection against H2O2-induced cell death, primary screen, uHTS, H9c2 cells, ATPLite luminescence; H9c2 cardiomyocytes, H2O2 injury protection, 2 h; protection from H2O2 cell death, % at 20 µM; actives 0.63% (n = 360,000); AID 588492, 2011;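 active means compounds giving at least 50% protection of heart cells from peroxide-induced death in the single-dose screen, raw or plate-pattern-corrected value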;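 further: 0% = DMSO wells with peroxide and 100% = DMSO wells without peroxide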
Vif inh = HIV Vif self-association inhibitors, primary screen, imaging, HEK293T, single point; HEK293T cells, Vif self-association by quenched fluorescence, 24 h; inhibition, % at 7.49 µM; actives 0.35% (n = 340,000); in the data active means inhibition above about 50%, passing the limit was not always enough; further: some results filed as inactive read as strong as hits
m5-HT2A agonist = mouse Htr2a agonists via beta-arrestin recruitment, primary screen, cell-based, luminescence. 5-hydroxytryptamine receptor 2A (Mus musculus), P35363. CHO-K1 mHTR2A beta-arrestin complementation; percent of 30 µM serotonin response. activation, % at 7.6 µM. actives 0.66% (n = 360,000). AID 624169, 2012;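 active means activation above a run cutoff, the mean activation of all tested compounds plus 3 SD, cut at about 14% in these data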;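 further: 0% = plate median of compound wells and 100% = 30 µM serotonin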
Target sequence (P35363 whole entry, looked up): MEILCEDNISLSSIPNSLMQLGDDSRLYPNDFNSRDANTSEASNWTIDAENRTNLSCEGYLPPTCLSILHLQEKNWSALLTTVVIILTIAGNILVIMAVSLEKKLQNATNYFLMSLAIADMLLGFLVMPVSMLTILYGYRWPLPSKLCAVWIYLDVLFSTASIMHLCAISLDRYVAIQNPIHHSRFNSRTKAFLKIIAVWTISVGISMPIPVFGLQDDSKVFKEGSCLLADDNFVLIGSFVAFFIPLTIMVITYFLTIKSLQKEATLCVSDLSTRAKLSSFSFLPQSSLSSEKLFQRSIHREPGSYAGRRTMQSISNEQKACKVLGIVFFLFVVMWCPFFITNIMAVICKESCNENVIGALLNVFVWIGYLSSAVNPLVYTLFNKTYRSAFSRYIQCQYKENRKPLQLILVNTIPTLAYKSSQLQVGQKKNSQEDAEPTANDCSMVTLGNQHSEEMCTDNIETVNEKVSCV
hiPSC survival = enhancers of single-cell hiPSC survival, primary screen, ATPlite luminescence | 100% = ROCK inhibitor wells, 0% = DMSO | survival enhancement, % at 20 µM | actives 0.044% (n = 360,000) | AID 602274, 2012; in the data active means survival enhancement above about 18%;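 further: cells exposed to compounds for 16 hours before the ATP read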
N-glyco inh = increase of ERlucT glycosylation luciferase signal, primary screen, N-linked glycosylation inhibitor project, D54 ERlucT cells, luminescence, set 2; actives 0.23% (n = 360,000); D54 ERlucT glycosylation luciferase reporter, 24 h; percent of 100 nM tunicamycin response; reporter increase, % at 12.5 µM;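 active means mean luciferase reporter signal, scaled so untreated is 0 and the glycosylation-blocking control 100, at or above a set limit in every replicate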;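 further: luciferase carries N-glycosylation sites so blocking glycosylation raises the light; 0% = median of neutral control wells and 100% = median of 100 nM tunicamycin wells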
aDG glyco act = activators of alpha-DG glycosylation, primary screen, uHTS, Pro5-aDG cells, AlphaScreen | alpha-DG glycosylation AlphaScreen (IIH6); 0% Pro5, 100% B10-LARGE cell signal | activation, % at 10 µM | actives 0.22% (n = 360,000) | AID 624168, 2012;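 active means activation of at least 8% versus controls, or a plate z-score of at least 8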;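 further: Pro5 are CHO cells carrying HIG-tagged alpha-DG that lacks glycosylation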
ABCB6 inh MLPCN = ABCB6 transporter inhibitors, primary screen, K562-ABCB6 cells, flow cytometry, MLPCN library; ATP-binding cassette sub-family B member 6 (Homo sapiens), Q9NP58; K562-ABCB6 porphyrin accumulation, 1 h; stronger effect = lower value; fluorescence ratio to DMSO, % at 10 µM; actives 0.19% (n = 360,000); AID 602162, 2011;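 active means fluorescence ratio to DMSO below 75%, the collection mean minus 3 SD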;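 further: signal is porphyrin accumulated inside mitochondria; 100% equals median channel fluorescence of DMSO control wells; lower ratio means ABCB6 inhibition with less porphyrin fluorescence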
PDI inh = inhibitors of human PDI, primary screen, biochemical, turbidity, single point, plate reader; Protein disulfide-isomerase (Homo sapiens), P07237; PDI insulin aggregation turbidity, A650, 90 min; inhibition, % at 10 µM; actives 0.052% (n = 350,000); AID 588391, 2011;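 active means mean inhibition across replicates of 30% or more, whatever share of single replicates reach that level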;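 further: absorbance from insulin aggregation driven by PDI reduction with DTT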
Target sequence (P07237 whole entry, looked up): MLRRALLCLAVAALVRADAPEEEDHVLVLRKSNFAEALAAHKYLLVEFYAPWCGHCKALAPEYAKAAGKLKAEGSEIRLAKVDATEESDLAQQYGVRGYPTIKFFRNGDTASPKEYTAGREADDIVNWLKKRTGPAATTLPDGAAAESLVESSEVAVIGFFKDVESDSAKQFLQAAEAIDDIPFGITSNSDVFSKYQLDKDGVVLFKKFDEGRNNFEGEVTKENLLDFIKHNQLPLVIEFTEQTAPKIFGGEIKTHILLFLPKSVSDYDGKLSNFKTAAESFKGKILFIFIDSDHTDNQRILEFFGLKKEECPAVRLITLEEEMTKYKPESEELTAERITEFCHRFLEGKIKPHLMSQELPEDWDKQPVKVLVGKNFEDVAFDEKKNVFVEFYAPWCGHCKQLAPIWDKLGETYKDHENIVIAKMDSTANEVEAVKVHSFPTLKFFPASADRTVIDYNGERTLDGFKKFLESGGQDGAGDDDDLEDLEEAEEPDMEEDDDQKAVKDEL
Granule exo inh = LAMP-1 surface exposure blockers, TALL-104 cells – cell-based, flow cytometry, MLPCN library, primary screen. TALL-104 LAMP-1 surface exposure; cells stimulated with thapsigargin and PMA. inhibition, % at 10 µM. actives 0.66% (n = 360,000). AID 651702, 2012;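 active means inhibition above about 55%, limit read from the data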
* = called active by the depositor; · = no result given. The order is random; any-hit rate near 3.1%.

no.	Compound	CaV13 FRET inh	ABCB6 inh MLPCN	hiPSC survival	m5-HT2A agonist	Granule exo inh
1	CCOC(=O)c1c(C)[nH]c(C(=O)N2CCN(c3ccc(OC)cc3)CC2)c1C	2	97	-0.2	-1	-1
2	O=c1c2c3c(sc2nc(NCCO)n1CCc1ccccc1)CCCCC3	-3	98	0.2	-1	8
3	O=C(NCCS(=O)(=O)NCc1ccc2c(c1)OCO2)c1ccccc1	-6	94	-0.3	-8	-5
4	CCn1ncc(/C=N\NC(=O)c2csc3ccccc23)c1C	-3	76	-0.8	11	-2
5	O=C(C1CCCN1S(=O)(=O)c1cccc2nsnc12)N1CCN(c2ccccc2)CC1 (centres undefined)	·	102	-0.3	-4	0
6	Cc1ccc(-n2c(C)nnc2SCC(=O)NNC(=O)c2ccco2)cc1	-4	116	-0.5	1	-1
7	CC1(C)CC(=O)C(N=Nc2cc3c(cc2[N+](=O)[O-])OCCO3)=C(O)C1	-6	93	0.9	1	-1
8	COc1ccc(NC(=O)Nc2nnc(-c3ccncc3)s2)cc1	-5	93	-0.3	3	-3
9	CN(CC1CCCO1)S(=O)(=O)c1ccc(C(=O)Nc2nccs2)cc1 (centres undefined)	-5	93	3.0	1	0
10	Cc1cccc(C)c1NC(=O)CNC(=O)c1ccc2c(c1)OCCO2	-15	95	-0.1	4	0
11	N#CCOc1ccccc1/C=C/c1nc2ccccc2c(=O)[nH]1	-3	91	-0.3	-7	22
12	O=C(c1ccco1)N1CCN(S(=O)(=O)c2ccc3c(c2)CCN3C(=O)C2CC2)CC1	-2	84	1.6	-1	0

no.	aDG glyco act	Vif inh	PDI inh	N-glyco inh	H9c2 protect
1	0.0	-14	0	3	0
2	-0.8	-2	-5	6	-8
3	0.6	3	-5	1	0
4	-0.1	20	-7	20	-9
5	-0.1	-4	-6	1	2
6	-0.2	8	-1	1	1
7	-0.3	·	0	2	10
8	-0.3	-21	-2	-7	-8
9	0.1	-4	-4	2	-7
10	-0.1	-4	-7	-2	1
11	0.0	8	-10	3	42
12	0.0	8	-12	0	2

Three entries picked at random from the list so far, as already listed:
no.	Compound	CaV13 FRET inh	ABCB6 inh MLPCN	hiPSC survival	m5-HT2A agonist	Granule exo inh
2	O=c1c2c3c(sc2nc(NCCO)n1CCc1ccccc1)CCCCC3	-3	98	0.2	-1	8
11	N#CCOc1ccccc1/C=C/c1nc2ccccc2c(=O)[nH]1	-3	91	-0.3	-7	22
3	O=C(NCCS(=O)(=O)NCc1ccc2c(c1)OCO2)c1ccccc1	-6	94	-0.3	-8	-5

no.	aDG glyco act	Vif inh	PDI inh	N-glyco inh	H9c2 protect
2	-0.8	-2	-5	6	-8
11	0.0	8	-10	3	42
3	0.6	3	-5	1	0

A draw from above in order of SMILES length, rising.
no.	Compound	CaV13 FRET inh	ABCB6 inh MLPCN	hiPSC survival	m5-HT2A agonist	Granule exo inh
4	CCn1ncc(/C=N\NC(=O)c2csc3ccccc23)c1C	-3	76	-0.8	11	-2
11	N#CCOc1ccccc1/C=C/c1nc2ccccc2c(=O)[nH]1	-3	91	-0.3	-7	22
5	O=C(C1CCCN1S(=O)(=O)c1cccc2nsnc12)N1CCN(c2ccccc2)CC1 (centres undefined)	·	102	-0.3	-4	0

no.	aDG glyco act	Vif inh	PDI inh	N-glyco inh	H9c2 protect
4	-0.1	20	-7	20	-9
11	0.0	8	-10	3	42
5	-0.1	-4	-6	1	2

Following part
no.	Compound	CaV13 FRET inh	ABCB6 inh MLPCN	hiPSC survival	m5-HT2A agonist	Granule exo inh
13	O=C(CN1C(=O)C2CCCCC2C1=O)Nc1cccc([N+](=O)[O-])c1 (centres undefined)	-5	93	0.1	-2	0
14	CCCCCCN1C(=O)C(O)=C(C(C)=O)C1c1ccccc1[N+](=O)[O-] (centres undefined)	-2	100	0.2	-3	1
15	Cc1ccc(O)c(-c2cc(C(F)(F)F)[nH]n2)c1	-8	98	-1.3	-2	3
16	C[C@@H](c1ccccc1)N1C[C@@H](COCc2ccccc2)Oc2cc(N3CC[C@H](N(C)C)C3)ccc2S1(=O)=O	-10	98	-0.4	-4	70*
17	O=C(Nc1ccc(N2CCN(C(=O)C3CC3)CC2)cc1)c1cccs1	-7	99	-0.6	1	-3
18	CCOC(=O)C1Oc2ccccc2C(c2ccc(F)cc2)=C1C(=O)OC (centres undefined)	-7	108	2.5	3	-2
19	Cc1c(CC(=O)N2CCN(C(=O)C3COc4ccccc4O3)CC2)c(=O)oc2cc(O)cc(O)c12 (centres undefined)	-7	105	-0.4	4	2
20	Cc1ccc(C2=NS(=O)(=O)N(C)C(C(=O)Nc3cc(C)n(CC(=O)N4CCC(C)CC4)n3)=C2)cc1	-13	104	0.4	-1	-2
21	CN(Cc1ccccc1)C(=O)C(C(=O)c1ccc(F)cc1)n1cc(Cl)ccc1=O (centres undefined)	1	102	-2.0	-4	-5
22	Cc1ccc(NC(=O)Cn2nnc(C(=O)NCc3ccco3)c2N)cc1	-3	94	-0.2	1	-3
23	CCOc1ccccc1Nc1nnc(SCC(=O)N(C)C2CCS(=O)(=O)C2)s1 (centres undefined)	-15	102	-0.6	-2	1
24	COc1cc(OC)c(/C=N/n2c(C)nnc2C)c(OC)c1	-5	96	-3.2	-1	-5

no.	aDG glyco act	Vif inh	PDI inh	N-glyco inh	H9c2 protect
13	-0.1	-5	-4	2	-8
14	0.0	0	6	0	-12
15	0.5	3	-5	0	-12
16	1.2	·	·	·	·
17	0.1	-1	8	-2	8
18	-0.1	-4	-12	-1	-5
19	-0.1	-19	18	1	10
20	0.0	-3	-7	3	-1
21	-0.1	3	9	-1	2
22	-0.2	-2	-5	0	-3
23	-0.3	9	2	1	2
24	-0.2	-7	-15	3	5

The listing continues:
no.	Compound	CaV13 FRET inh	ABCB6 inh MLPCN	hiPSC survival	m5-HT2A agonist	Granule exo inh
25	Cc1c(Cl)c([N+](=O)[O-])nn1CC(=O)NCc1ccco1	·	99	0.1	6	-1
26	O=c1oc(-c2ccco2)nc2c1cnn2-c1ccccc1	-3	100	-1.6	-2	6
27	CCc1ccc(NC(=O)NCC2CCN(Cc3cccc(Cl)c3)CC2)cc1	-20	98	-0.4	-6	61*
28	O=C(CSC(=S)N1CCSCC1)c1ccc(Cl)cc1	2	98	1.1	5	-1
29	CC(OC(=O)/C=C/c1cccc(C(F)(F)F)c1)C(=O)NC1CCCCC1C (centres undefined)	-5	92	-0.3	-8	-4
30	Cc1ccc(NC(=O)CN2CCN(Cc3ccccc3)CC2)cc1F	-5	98	0.0	-6	23
31	CCOc1ccc(NC(=O)c2ccccc2NC(=O)CN(C)CC(=O)Nc2ccc(C)cc2)cc1	-7	107	6.3	-1	-3
32	C=CCOC(=O)C1=C[C@H](c2ccc(Br)cc2)C[C@H](OCCCCO)O1	-10	106	-1.9	2	-8
33	CCCC(=O)NC(NC1CCS(=O)(=O)C1)C(Cl)(Cl)Cl (centres undefined)	-2	98	3.2	2	1
34	CCCN1CNC(=S)N(CC2CCCO2)C1 (centres undefined)	-3	100	0.0	6	1
35	O=C1NC(NS(=O)(=O)c2ccc(Cl)cc2)(C(F)(F)F)C(=O)N1Cc1cccnc1 (centres undefined)	-4	98	-1.2	-1	4
36	O=C(NCCCN1CCCCC1)C1CCN(S(=O)(=O)N2CCC3(CC2)OCCO3)CC1	-3	103	-0.4	0	-1

no.	aDG glyco act	Vif inh	PDI inh	N-glyco inh	H9c2 protect
25	-0.2	-2	2	3	-1
26	1.2	-1	10	-1	51*
27	1.3	·	-2	-2	2
28	0.2	8	4	-11	-10
29	-0.1	1	-5	1	-5
30	0.0	26	-5	-2	-8
31	-0.1	-4	11	-8	-1
32	0.3	·	-10	-3	-1
33	0.0	2	-7	1	-1
34	0.7	4	-9	1	0
35	-0.1	6	14	-1	6
36	-0.1	9	-3	2	2

(further entries)
no.	Compound	CaV13 FRET inh	ABCB6 inh MLPCN	hiPSC survival	m5-HT2A agonist	Granule exo inh
37	Cc1occc1-c1nnc(SCC(=O)NCCc2ccccc2)n1Cc1ccccc1	·	90	-1.2	-6	0
38	CN1CCC(OC(=O)c2cccc(Cl)c2)CC1	-2	96	-1.0	1	0
39	O=C(Cc1csc(Nc2nc(=S)[nH]c3ccccc23)n1)N1CCN(c2cccc(Cl)c2)CC1	2	91	0.8	6	-1
40	Cc1ccc(Cl)cc1NC(=O)CCS(=O)(=O)c1cccc2nonc12	-2	101	-0.5	-1	-12
41	O=C(NCCN1CCOCC1)c1cc2ccccc2oc1=O	-22	96	0.6	-1	-2
42	O=C1C(c2ccc(F)cc2)N(C2CCCCC2)C(=O)CN1C1CCCC1 (centres undefined)	-6	107	-0.7	-2	-2
43	CS(=O)(=O)N1CCCCC1CCN1CCCCC1 (centres undefined)	-6	98	-1.4	1	-7
44	C/C(CC(=O)Nc1ccc(C)c(Cl)c1)=N\NC(=O)c1ccccn1	-3	98	0.9	1	-7
45	Cc1ccnc(NC(=O)COc2ccc(Cl)cc2)n1	-4	99	-0.1	2	-8
46	O=C(NCc1ccccc1)c1ccc(S(=O)(=O)C(F)F)cc1	·	88	-1.7	5	-2
47	Nc1nncn1C(=O)CCCN1C(=O)c2ccccc2C1=O	-5	90	2.2	-1	0
48	O=C(COc1ccc(Cl)cc1)Nc1ccc2oc(=O)ccc2c1	-4	96	1.4	1	-12

no.	aDG glyco act	Vif inh	PDI inh	N-glyco inh	H9c2 protect
37	0.5	-3	3	-2	14
38	0.0	-2	-3	3	6
39	-0.4	-1	-5	-6	23
40	0.0	15	16	2	-3
41	0.0	2	-4	1	8
42	0.4	0	0	2	-4
43	0.4	12	-8	0	2
44	0.0	-7	0	0	0
45	-0.1	-4	1	1	-2
46	-0.2	4	4	-1	4
47	0.0	·	9	·	8
48	0.1	-2	6	-2	-4

High-throughput results (PubChem BioAssay)
